TSHR antag: Antagonists of the Thyroid Stimulating Hormone Receptor: HTS campaign. Thyrotropin receptor (Homo sapiens), P16473. TSHR-expressing cells, TSH-stimulated cAMP HTRF, 2 h; hits give low values. activity change, negative = inhibition, % at 11.5 µM. 330,000 tested, 0.2% active;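 active = activity change below a set negative limit, meaning inhibition stronger than a set level, cut at about -70% in these data; inconclusive = activity change between two set negative limits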; also: % is scaled to controls: 0 for no effect and ±100 for the full control effect
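TSHR-expressing cells were treated with compounds, then stimulated with TSH at EC80 (4nM final) for 2 hours at 37 deg C. Cellular cAMP was measured by HTRF competition between lysate cAMP and cAMP-d2 for a cryptate-labelled anti-cAMP antibody.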
TRPV1 ag: HTS Assay for Compounds that Act as Agonists of the Vanilloid Receptor 1; Transient receptor potential cation channel subfamily V member 1 (Homo sapiens), Q8NER1; TRPV1-expressing cells, Fluo-8 calcium influx, agonist mode; activation, % at 8.33 µM; 320,000 tested, 0.19% active; AID 540275, 2011; in the data active = activation above about 80%; inconclusive = between about 30% and that limit; also: 0% is about no effect
Target sequence (Q8NER1 whole entry, looked up): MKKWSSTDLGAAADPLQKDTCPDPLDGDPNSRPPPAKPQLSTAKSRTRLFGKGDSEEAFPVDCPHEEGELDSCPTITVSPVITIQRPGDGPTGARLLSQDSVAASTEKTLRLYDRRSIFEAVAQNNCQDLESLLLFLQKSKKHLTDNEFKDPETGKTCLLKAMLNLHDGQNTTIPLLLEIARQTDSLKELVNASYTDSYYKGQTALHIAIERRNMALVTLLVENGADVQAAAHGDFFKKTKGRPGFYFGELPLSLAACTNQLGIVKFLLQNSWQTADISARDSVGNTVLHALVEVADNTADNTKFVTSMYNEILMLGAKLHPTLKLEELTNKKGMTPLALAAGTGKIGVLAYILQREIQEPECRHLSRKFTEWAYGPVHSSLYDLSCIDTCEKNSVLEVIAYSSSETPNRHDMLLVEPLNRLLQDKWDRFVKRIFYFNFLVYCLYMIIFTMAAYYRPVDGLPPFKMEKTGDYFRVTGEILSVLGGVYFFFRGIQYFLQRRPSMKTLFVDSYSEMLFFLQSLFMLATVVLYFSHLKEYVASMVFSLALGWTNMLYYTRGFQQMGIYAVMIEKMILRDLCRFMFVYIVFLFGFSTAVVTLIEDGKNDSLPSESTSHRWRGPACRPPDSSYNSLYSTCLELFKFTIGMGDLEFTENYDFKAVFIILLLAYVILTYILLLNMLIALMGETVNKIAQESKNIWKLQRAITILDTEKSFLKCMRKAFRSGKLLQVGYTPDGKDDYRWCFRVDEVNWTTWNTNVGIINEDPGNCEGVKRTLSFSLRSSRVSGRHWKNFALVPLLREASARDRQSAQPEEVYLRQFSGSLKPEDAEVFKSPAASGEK
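Cells expressing TRPV1 were dye-loaded with Fluo-8 and read kinetically: 10 s baseline, 3 min after compound (agonist portion), then 2 min after EC20 capsaicin (allosteric enhancer portion). Calcium-bound dye fluorescence at 480/520 nm.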
Eya2 inh: qHTS Assay for Inhibitors of the Phosphatase Activity of Eya2; Protein phosphatase EYA2 (Homo sapiens), O00167; recombinant Eya2, OMFP fluorescence dephosphorylation (OMFP is methylfluorescein phosphate); Potency, µM (series often up to 76.9 µM), for inactives: at the highest dose activity, negative = inhibition, hits mostly inhibitors; 330,000 tested, 0.006% active; also: potency is read from the fitted curve at half-maximal effect; % is scaled to controls: 0 for no effect and ±100 for the full control effect
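Eya2 protein (added as 0.2 uM solution) was preincubated with compound for 10 min at ambient temperature in 50 mM HEPES pH 7.5, 50 mM NaCl, 5 uM MgCl2, 0.05% BSA, 1 mM DTT. OMFP (added at 50 uM) then reacted 10 min; fluorescence read at 485/525 nm.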
ELG1 DNA repair: qHTS screen for small molecules that inhibit ELG1-dependent DNA repair in human embryonic kidney (HEK293T) cells expressing luciferase-tagged ELG1. 330,000 tested, 2.3% active. Potency, µM (titrated, usually from 46.1 µM), for inactives: at the top dose activity change, negative = inhibition, actives largely listed as inhibitors. HEK293T ELG1-luciferase reporter, luminescence, 16 h; DNA damage induced by 5-fluorouridine; also: potency is read from the fitted curve at half-maximal effect; % is scaled to controls: 0 for no effect and ±100 for the full control effect; nearly all actives have a fitted effect of over 55% in size
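5-Fluorouridine DNA damage + compound/DMSO, 2,000 cells/well, 16 h, 37 °C/5% CO2. ONE-Glo, 30 min RT, luminescence. Readout = decrease in reporter signal.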
KCNH2 WT inh: qHTS for Inhibitors of KCHN2 3.1: Wildtype qHTS. AID 720551, 2013. activity change, % at 1.84 µM. 340,000 tested, 0.37% active. U2OS, BacMam KCNH2, thallium flux FluxOr; hits give low values. Voltage-gated inwardly rectifying potassium channel KCNH2 (Homo sapiens), Q12809;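 active = maximum activity change below -70%; inconclusive = maximum activity change between -70% and -50%; inactive = maximum activity change above -50%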; also: % is scaled to controls: 0 for no effect and ±100 for the full control effect
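U2OS cells were transduced with wild-type KCNH2 virus (2.03 x 10^8 / mL) for 4 h at room temperature, then cultured overnight at 37 C. Thallium flux was read with FluxOr dye. Rate constants were normalized to DMSO controls.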
TCR act: Activators of T cell receptors: qHTS campaign; primary human leukocytes, anti-CD3, IL-2 HTRF, 48 h; Potency, µM (top dose mostly 9.22 µM), without a hit: at the top dose activation of IL-2 secretion, usual class: activators; 330,000 tested, under 10 active; AID 504894, 2011; also: % of control where 0% means no effect
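1) Mix primary human leukocytes, a-CD3 beads and compound. 2) Incubate 48 hr. 3) Add HTRF IL-2 reagents (a-IL-2-K, a-IL-2-d2).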
USP2a inh: qHTS Assay for Inhibitors of Ubiquitin-specific Protease USP2a Using CHOP2 as the Reporter; 330,000 tested, 0.01% active; Ubiquitin carboxyl-terminal hydrolase 2 (Homo sapiens), O75604; Potency, µM (titrated, usually from 38.3 µM), without a hit: top-dose activity change, negative = inhibition, most hits filed as inhibitors; USP2 core, Ub-CHOP2 coupled fluorogenic reporter, 485/531;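 also: potency is read from the fitted curve at half-maximal effect; plate controls were DMSO wells for no effect and full inhibition by NEM control for full effect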
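Cell-free coupled assay: 10nM USP2 core preincubated 30min RT with compound in Tris-HCl pH 8.0/CaCl2/CHAPS buffer, then 25nM Ub-CHOP2 and 25nM reporter substrate; fluorescence (Ex 485/Em 531) read after 60min RT, normalized to NEM inhibition, concentration-response curves fitted.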
Mito fusion yeast: qHTS Assay for Small Molecule Inhibitors of Mitochondrial Division or Activators of Mitochondrial Fusion; 320,000 tested, 0.23% active; S. cerevisiae fusion-defective mutant growth rescue, CellTiterGlo 48 h; AID 485298, 2010; Potency, µM (series often up to 46.1 µM), inactives show at the top dose growth rescue (activation), actives largely listed as activators;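 also: potency is read from the fitted curve at half-maximal effect; % of control where 0% means no effect; nearly all actives have a fitted effect of over 45% in size; temperature-sensitive fusion mutants such as fzo1-1 at 37 °C on non-fermentable ethanol glycerol medium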
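Temperature-sensitive fusion-defective S. cerevisiae (e.g. fzo1-1, mgm1-5) were grown with compound in YPEG medium (3% ethanol, 3% glycerol) for 48 hours at 37C. Growth rescue was measured as viability by CellTiterGlo luminescence after 10 minutes at ambient.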
A-T KAP1 phos: qHTS Assay for Identifying a Potential Treatment of Ataxia-Telangiectasia. […] A-T fibroblasts, KAP-1 phosphorylation AlphaLISA; neocarzinostatin DNA damage 30 min before lysis. Potency, µM (highest dose often 57.5 µM), inactives show top-dose activation, usual class: activators. 320,000 tested, 0.19% active. AID 485349, 2010; also: potency is read from the fitted curve at half-maximal effect; % of control where 0% means no effect; nearly all actives have a fitted effect of over 45% in size
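ATM-like activity read as KAP-1 phosphorylation via AlphaLISA donor/acceptor antibody pairs after lysis and 6 hr at 25C. Cells were ATM-null patient fibroblasts ([…], hTERT), dosed 60 min, then exposed to the DSB inducer NCS for 30 min.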
KCNH2 3.1 inh: qHTS for Inhibitors of KCHN2 3.1: Mutant qHTS; AID 720553, 2013; Potassium voltage-gated channel subfamily H member 2, brain isoform KCNH2 3.1 (human); U2OS KCNH2 3.1, thallium flux FluxOr; hits give low values; activity change, % (tested at about 1.8 µM); 340,000 tested, 0.95% active;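 active = maximum activity change below -70%; inconclusive = maximum activity change from -70% to -50%; inactive = maximum activity change above -50%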;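 also: thallium influx rate constant from kinetic fluorescence after stimulation buffer; % is scaled to controls: 0 for no effect and ±100 for the full control effect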
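Virally transduced U2OS (3.1 isoform, 4 h infection in dark at RT) → overnight 37 C → FluxOr + Red40 in HBSS/HEPES, 45 min → stimulation buffer, 2 min kinetic read → rate constant vs DMSO controls.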
* = called active by the depositor; ? = inconclusive; . = no result given; [ ] = remark or other dose. Unless noted, calls follow the shape of the dose curve; as a rule, active = well fitted curve in the direction sought with a large enough effect; inconclusive = small, poorly fitted or top-dose-only effect, or another doubt; inactive = no such curve, though single readings can be large; an effect the other way counts as inactive or inconclusive. The list is partial, so the mix of outcomes need not match the whole.

Below each SMILES: TSHR antag, TRPV1 ag, Eya2 inh, ELG1 DNA repair, KCNH2 WT inh, TCR act, USP2a inh, Mito fusion yeast, A-T KAP1 phos, KCNH2 3.1 inh
> Cc1cc(C)n2ncc(C(=O)Nc3cccc(O)c3)c2n1
  11, -6, 5%, ?, -16, -7%, 3%, 1%, 3%, -8
> Cc1ccc(C(C(=O)NC(C)(C)C)N(C(=O)c2csnn2)c2ccccc2F)o1 (centres undefined)
  -9, 4, 8%, 0%, 2, -3%, 1%, 6%, 10%, 3
> OCCNc1nc(Nc2ccccc2)nc(Nc2ccccc2)n1
  3, 15, -6%, 8%, -9, -5%, 1%, 3%, -2%, -9
> COc1ccc(Nc2nc(N)nc(CSc3nc(C)cc(C)n3)n2)cc1
  0, -1, -3%, -2%, -9, -3%, 2%, 4%, -3%[11.5 µM], 2
> CC(=O)N1CCN(C(=O)c2ccc(Cl)c(S(=O)(=O)N3CC(C)OC(C)C3)c2)CC1 (centres undefined)
  7, ., 3%, 13%, -6, 1%[46.1 µM], 4%, ., -1%, -3
> CCCCOC(=O)C1C2C=C[C@]3(CN(C(C)c4ccc(OC)cc4)C(=O)[C@H]13)O2 (some centres undefined)
  -8, -1, 15%[15.4 µM], 0%, -1, -2%, 5%, -3%, 9%, 13
> CNc1snc(C)c1C(=O)OCC(=O)NCc1ccccc1OC
  -11, ., -2%, ?, -8, 5%, 2%, ., 2%, 0
> Cc1nc2ccccc2c(=O)n1/N=C/c1ccc2ccccc2c1O
  0, -1, -3%, ?, 2, -23%, -2%, 2%, 5%, 8
> CN1CC[C@]23c4ccccc4N[C@H]1[C@]21CCN(C)[C@H]3Nc2ccccc21
  7, 2, -12%, 1%, -14, 14%, 3%, -5%, -2%, 7
> CSCCC(NC(=O)c1ccco1)C(=O)NCCc1ccc(F)cc1 (centres undefined)
  44, 0, 4%, 4%, -10, 4%, -1%, 7%, 1%, 5
> CC1CCCCC1NC(=O)CCCCCn1c(=S)[nH]c2ccsc2c1=O (centres undefined)
  -5, 4, -4%, -6%, 12, 3%, -2%, -17%, 0%, 1
> O=C(Nc1ccc(C(F)(F)F)cc1)C1=NN(C2CCS(=O)(=O)C2)C(=O)CC1 (centres undefined)
  -13, 1, -10%, 1%, -8, ., -3%, -6%, -5%, -1
> COc1cccc(NC(=O)c2ccc(-n3cnnn3)cc2)c1
  2, 17, 13%, 16%, -6, -3%, 1%, -18%, 1%, 21
> COc1ccc(OC)c(C(c2nnnn2Cc2ccccc2)N2CCN(C)CC2)c1 (centres undefined)
  6, -2, 2%, 1%, -10, -1%, 0%, 0%, 0%, 19
> CCCCC(=O)N=c1sc2c(OC)ccc(OC)c2n1C
  -9, 2, 0%, -9%, -8, -2%, 5%, 6%, -31%, 5
> O=S(=O)(c1ccc(-c2ccon2)s1)N1CCOCC1
  -8, 1, 11%, 32%, -3, -16%, -2%, -2%, -3%, -1
> COC(=O)c1ccc(CSc2nc3ccc(S(N)(=O)=O)cc3[nH]2)cc1
  -3, 5, ?, ?, -13, 3%, -1%, -1%, 5%, 4
> CCOc1ccc(S(=O)(=O)NCCC(=O)NCCOc2ccccc2)cc1
  3, -2, -1%, -3%, 3, -1%, 0%, -5%, 6%, 8
> COC(=O)C1CCN(C(=O)COC(=O)Cc2c[nH]c3ccccc23)CC1
  1, 3, 21%[15.4 µM], 0%, -27, -5%, -1%, -3%, 6%, 8
> CCn1ccc(C(=O)NC2CCCC2)n1
  3, 1, 4%, -2%, 2, 5%, 0%, -2%, 6%, 4
> Cc1cc(NC(=O)CSc2nnc(-c3ccccc3)o2)no1
  -3, 1, 11%, ?, -4, 4%, 1%, 16%, -3%, 3
> CC(=O)NS(=O)(=O)c1ccc(N=c2ssc3c2-c2cc(C)c(C)cc2NC3(C)C)cc1
  -17, -3, 6%, -17%, 16, 2%[46.1 µM], 0%, -3%, 2%, 3
> COc1cccc(/C=N/NC(=O)CN(CCc2ccccc2)S(=O)(=O)c2ccc(NC(C)=O)cc2)c1
  -3, 2, -11%, 23µM*, 0, 2%, -1%, -1%, -6%, -5
> O=C1S/C(=C/c2ccccc2F)C(=O)N1CCN=C1NS(=O)(=O)c2ccccc21
  15, 7, 2%, ?, 12, 1%, 2%, -6%, 0%, -2
> Cc1cccc(NC(=O)C2CCCN(S(=O)(=O)c3ccc(-n4cnnn4)cc3)C2)c1 (centres undefined)
  -17, 6, 8%, 0%, 8, -3%, 0%, -7%, -2%, -12
> Fc1ccc(OCCOCCN2CCNCC2)cc1
  23, 0, -8%, 9%, -6, 8%, 1%, -1%, 0%, -7
> O=C(Cc1ccc(Cl)cc1)N1CCN(c2ccccc2)CC1
  -1, 1, -19%, -1%, -9, -13%, 2%, ?, 22µM*, -7
> Cn1c(/C=C(\C#N)C(N)=S)ccc1-c1ccc(Br)cc1
  -3, 4, -10%, ?, -34, -11%, 4%, 2%, 1%, -5
> O=C(CCn1c(=O)[nH]c2ccsc2c1=O)N1CC(=O)N(CCc2ccccc2)C(=O)C1
  -3, 2, 10%, -20%, -15, 0%, -3%, -2%, 1%, 20
> O=C(O)c1ccccc1C(=O)Nc1ccccn1
  17, 1, 12%, 8%, 2, -2%, -1%, -1%, ., 0
> Cn1c(Cc2cccs2)nnc1SCC(=O)Nc1ccc(F)cc1F
  11, -3, -22%, 4%, 13, -3%, -1%, -6%, -1%, 2
> COC(=O)N/N=C(\CCC(=O)O)c1cccs1
  8, -3, -8%, 0%, -1, 4%, 2%, -5%, 4%, -14
> COc1ccccc1CCNC(=O)c1c(C)nn(CC(C)C)c1Cl
  -6, 12, 4%, ?, 1, 4%, 0%, 6%, 4%, -10
> Fc1ccc(Cn2nnc3ccccc32)cc1
  -5, 2, 4%, 5%, 8, 5%, 0%, 6%, -17%, 5
> N/C(=N\OC(=O)CCCc1ccccc1)c1cccc([N+](=O)[O-])c1
  -6, 5, -3%, -7%, -5, 11%[46.1 µM], -1%, -1%, 12%, 2
> CCn1c(CCNC(=O)c2ccc(OC)c(OC)c2)nc2ccccc21
  7, -5, 1%, -14%, 4, -8%[46.1 µM], -1%, -3%, 1%, -10
> COC(=O)c1ccc(COC(=O)CNC(=O)c2ccc(-c3ccccc3)cc2)cc1
  -6, 3, 0%, ?, 11, 2%[46.1 µM], 3%, -7%, 1%, 24
> CCN1C(=O)c2n[nH]c(C(=O)OC)c2C1=O
  -12, -1, -5%, 2%, 12, -4%, -8%, -1%, 11%, -6
> CN(Cc1nc2ccccc2s1)C(=O)c1ccc(F)cc1
  -5, 4, -6%, 11%, -11, 13%, 0%, 13%, -4%, 3
> O=C(NNC1=NCCC1)c1cccc(S(=O)(=O)N2CCOCC2)c1
  2, 6, -1%, 6%, 11, 7%[46.1 µM], 1%, -16%, -5%, 3
> CCOC(=O)c1sc2nccc(N(C)C)c2c1N=CNOC
  -14, -2, -21%, ?, 4, 5%, 3%, 0%, ., 14
> Cc1ccc(C)c(S(=O)(=O)N2CCCC2CNC(=O)C(=O)NC2CCCCCC2)c1 (centres undefined)
  -20, 1, -4%, -16%, 45, 6%, -1%, 5%, 8%, -13
> O=[N+]([O-])c1ccccc1N/N=C\c1ccccc1Cl
  -3, 0, 0%, ?, -7, 4%, 1%, -2%, 0%, 0
> Cc1cccc(OCC(=O)N/N=C\C=C\c2ccc3c(c2)OCO3)c1C
  3, 2, 0%, 13%, -2, 2%, 1%, 1%, 7%, 0
> C=C(C)c1cccc(C(C)(C)NC(=O)NCc2ccncc2)c1
  -10, 3, 4%, ?, -16, -2%, 5%, 5%, 7%, 12
> S=C(NCCC1=CCCCC1)Nc1ccccc1
  -2, ?, -10%, ?, 0, 0%, 1%, -9%, -1%, 1
> COc1cccc2cc(C(=O)C3=C(O)C(=O)N(CCN(C)C)C3c3ccc(Cl)cc3)oc12 (centres undefined)
  -10, -1, 12%, ?, -1, 2%, 0%, -3%, -4%, -15
> O=C(CSc1nc2ccccc2[nH]1)N1CCN(C(=O)c2ccco2)CC1
  0, -3, -4%, -6%, 0, 4%[46.1 µM], -1%, -6%, 5%, -2
